Screens from PubChem.
D1 agonist = Allosteric Agonists of the Human D1 Dopamine Receptor: qHTS; HEK293 T-REx D1 cells, calcium flux, agonist mode; activation, % at 2 µM; D(1A) dopamine receptor (Homo sapiens), P21728; hit rate 1% among 360,000; in the data active = activation above about 30%; also: 0% is about no effect
Target sequence (P21728 whole entry, looked up): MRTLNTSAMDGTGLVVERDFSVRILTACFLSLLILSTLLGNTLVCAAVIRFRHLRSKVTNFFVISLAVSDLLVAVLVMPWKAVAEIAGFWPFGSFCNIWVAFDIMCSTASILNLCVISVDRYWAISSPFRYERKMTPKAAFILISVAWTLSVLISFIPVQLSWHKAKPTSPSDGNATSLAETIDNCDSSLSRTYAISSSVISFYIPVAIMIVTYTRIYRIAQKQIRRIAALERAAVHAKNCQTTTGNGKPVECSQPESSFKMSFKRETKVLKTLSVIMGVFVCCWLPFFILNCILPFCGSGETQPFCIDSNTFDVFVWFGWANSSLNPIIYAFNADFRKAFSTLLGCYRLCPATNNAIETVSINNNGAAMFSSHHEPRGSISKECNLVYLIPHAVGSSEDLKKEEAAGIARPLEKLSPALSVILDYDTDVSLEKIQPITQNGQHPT
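Agonism was scored from calcium flux recorded over 180 s (1 read/s) after pintool compound addition, following a 10-cycle baseline. Cells were inducible force-coupled HEK293 TREx D1, plated overnight at 30 C and loaded with no-wash calcium dye.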
Glioma ERSR ind = qHTS for Inducers of the Endoplasmic Reticulum Stress Response (ERSR) in Human Glioma: qHTS; U87-MG GRP78 promoter luciferase reporter, 16 h; Potency, µM, without a hit: at the top dose activation, most hits filed as activators; hit rate 0.02% among 420,000; also: potency is read from the fitted curve at half-maximal effect; series mostly up to about 76 µM; % of control where 0% means no effect; nearly all actives have a fitted effect of over 35% in size
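Stably transfected U87-MG glioma cells carrying a GRP78-based luciferase sensor; 16 h compound incubation. Luminescence end-point read 10 min after Bright-Glo addition at room temperature.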
D1 antagonist = Antagonist of Human D 1 Dopamine Receptor: qHTS. D(1A) dopamine receptor (Homo sapiens), P21728. HEK293 TREx D1 cells, calcium flux, dopamine EC80; hits give low values. activity change, negative = inhibition, % at 10 µM. hit rate 3.2% among 360,000. AID 504652, 2011; in the data active = activity change below about -30%; also: % is scaled to controls: 0 for no effect and ±100 for the full control effect
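Using tetracycline-induced force-coupled D1 Hek293 cells and a calcium dye, signals were followed for 180 s after compound, then for 180 s after EC80 dopamine, to detect inhibitors.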
RXFP1 agonist = qHTS Assay for Agonists of the Relaxin Receptor RXFP1; Relaxin receptor 1 (Homo sapiens), Q9HBX9; HEK293T-RXFP1 cAMP TR-FRET, 30 min; response scale: percent of porcine relaxin response, buffer zero; Potency, µM (top dose mostly 57.5 µM), for the others: at the highest dose activation, most hits filed as activators; hit rate 0.3% among 370,000; AID 2676, 2010; also: potency is read from the fitted curve at half-maximal effect; % is scaled to controls: 0 for no effect and ±100 for the full control effect; nearly all actives have a fitted effect of over 60% in size; many of its hits are not listed in these tables
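Agonist response is measured as cAMP accumulation in an RXFP1-transfected HEK293T line under PDE4 inhibition. Values are scaled between buffer-only and 29 nM porcine relaxin, and EC50s come from standard Hill equation fits.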
D1 potentiator = Potentiators of Human D1 Dopamine Receptor: qHTS. D(1A) dopamine receptor (Homo sapiens), P21728. HEK293 TREx D1 cells, calcium flux, dopamine EC20 potentiation. potentiation, % at 10 µM. hit rate 0.036% among 360,000; in the data active = potentiation above about 30%; also: 0% is about no effect
LDHA block = qHTS assay for inhibitors of human lactate dehydrogenase | hit rate 0.15% among 480,000 | purified LDHA, NADH/diaphorase-resazurin fluorescence; hits give low values | activity change, % (values are at about 110 or 230 µM); in the data active = activity change below about -30%; inconclusive = mostly about -25% to -30%;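 also: plate controls were DMSO wells for no effect and wells without enzyme for full effect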
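Human LDH5 at 2 nM final in Tris HCl pH 7.4 with 0.06 mM NADH and 0.2 mM pyruvate, reacted 5 minutes at room temperature. Remaining NADH coupled via diaphorase/resazurin; resorufin fluorescence read at 0 and 20 minutes, normalized to enzyme-free and DMSO wells.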
Vif-APOBEC3G blk = qHTS for Inhibitors of Vif-A3G Interactions: qHTS. hit rate 0.076% among 410,000. Potency, µM (highest dose often 46.1 µM), for inactives: at the top dose activity, negative = active, actives largely listed as inhibitors. DNA dC->dU-editing enzyme APOBEC-3G (Homo sapiens), Q9HC16. HeLa A3G-eYFP + Vif (tagged APOBEC3G with the HIV-1 protein that degrades it), YFP fluorescence, overnight;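 also: potency is read from the fitted curve at half-maximal effect; % is scaled to controls: 0 for no effect and ±100 for the full control effect; nearly all actives have a fitted effect of over 60% in size; hits raise eYFP signal because A3G escapes Vif-driven loss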
Target sequence (Q9HC16 whole entry, looked up): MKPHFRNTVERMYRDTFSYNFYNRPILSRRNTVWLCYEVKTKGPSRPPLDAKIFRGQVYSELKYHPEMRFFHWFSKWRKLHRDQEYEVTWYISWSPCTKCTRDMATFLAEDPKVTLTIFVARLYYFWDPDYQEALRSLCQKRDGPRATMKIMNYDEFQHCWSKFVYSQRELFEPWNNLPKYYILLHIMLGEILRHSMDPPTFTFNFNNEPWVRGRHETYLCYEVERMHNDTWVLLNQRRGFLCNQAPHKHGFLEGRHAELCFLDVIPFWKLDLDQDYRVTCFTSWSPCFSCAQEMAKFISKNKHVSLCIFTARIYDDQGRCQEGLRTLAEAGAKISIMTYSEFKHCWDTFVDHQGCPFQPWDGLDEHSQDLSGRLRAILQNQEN
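Read-out is eYFP fluorescence (Ex 488/Em 500-530) from Vif-expressing HeLa A3G-eYFP cells; more signal means A3G escaped Vif-mediated degradation. Cells plated overnight, compound pinned in, incubated overnight at 37 deg C.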
D2 PAM = HTS Assay for Positive Allosteric Modulators of the Human D2 Dopamine Receptor: Primary Screen for Potentiators | hit rate 0.34% among 340,000 | AID 485347, 2010 | potentiation, % at 10 µM | HEK293 T-REx D2, calcium flux, EC20 dopamine potentiation;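 active = potentiation over 3 SD above the plate norm, cut at about 30% in these data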; also: 0% is about no effect
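Tetracycline-induced HEK293 T-REx cells force-coupled to calcium signalling expressed D2; compounds were pin-added after a 10 s baseline, read kinetically 180 s, then an EC20 dopamine challenge followed with a further 180 s calcium read.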
Vif-APOBEC3F blk = qHTS for Inhibitors of Vif-A3F Interactions: qHTS; HeLa A3F-eYFP + Vif (tagged APOBEC3F with the HIV-1 protein that degrades it), YFP fluorescence increase; Potency, µM (series often up to 46.1 µM), for the others: at the highest dose activity, negative = active; hit rate 0.2% among 390,000; AID 602313, 2012; also: potency is read from the fitted curve at half-maximal effect; % of control where 0% means no effect; nearly all actives have a fitted effect of over 65% in size
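Fluorescence increase (Ex 488/Em 500-530) after overnight compound treatment at 37 deg C flags inhibition of Vif-driven A3F-eYFP loss in stable HeLa A3F-eYFP/Vif cells seeded overnight beforehand.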
Numbers without * were called inactive; ? = inconclusive; nt = not tested or not shown; & = joins results of further samples. Unless noted, calls follow the shape of the dose curve; as a rule, active = well fitted curve in the direction sought with a large enough effect; inconclusive = small, poorly fitted or top-dose-only effect, or another doubt; inactive = no such curve, though single readings can be large; an effect the other way counts as inactive or inconclusive. The list is partial; count on the stated rates, not on these rows.

SMILES	D1 agonist	Glioma ERSR ind	D1 antagonist	RXFP1 agonist	D1 potentiator	LDHA block	Vif-APOBEC3G blk	D2 PAM	Vif-APOBEC3F blk
Cc1cc(C)c2sc(N(CCN(C)C)C(=O)c3ccc4ccccc4c3)nc2c1	5	-4%	-15	1.7%	-3	-2	1%	-13	-1%
CCC(=O)Nc1ccc(S(=O)(=O)N2CCCCC2)cc1OC	2	-3%	-4	-1.1%	0	1	2%	14	-3%
C=CCN1C(=O)[C@H]2CCC=C[C@H]2[C@@H]1c1cccc(C)c1	nt	0%	nt	nt	nt	9	2%	nt	2%
Cc1c(OCC(=O)N2CCC(C(N)=O)CC2)ccc2c3c(c(=O)oc12)CCC3	1	-1%	10	4.4%	5	-3	-1%	8	3%
O=C(NNC(=S)NCc1ccccc1)c1ccc(OC(F)F)cc1	3	-5%	5	-1.5%	-5	0	0%	10	-2%
Brc1cccc(-c2nnc(CN3CCN(c4ccccn4)CC3)o2)c1	2	-1%	4	4.4%	-2	-3	-1%	-4	2%
COc1ccccc1NS(=O)(=O)c1cc(NC(=S)Nc2cc(C)cc(C)c2)ccc1Cl	0	0%	-9	-0.2%	-2	3	3%	-1	0%
O=C(CN1C(=O)COc2ccc(S(=O)(=O)N3CCOCC3)cc21)N1CCN(c2ccc(Cl)cc2)CC1	2	1%	1	0.8%	-1	-2	-4%	-6	-3%
CS(=O)(=O)c1ccc(C(=O)N2CCN(S(=O)(=O)c3ccc(C4CCCCC4)cc3)CC2)cc1	nt	-4%	nt	nt	nt	0	-2%	nt	9%
CCc1ccc(S(=O)(=O)c2nnn3c2nc(NC2CCCC2)c2sccc23)cc1	4	1%	-32*	19%	-6	3	2%	-1	0%
CCOc1ccc(C2=CSC3=NCCN23)cc1	5	0%	-1	-0.4%	-3	-4	4%	-2	2%
CCOc1cc2sc(N3CCC(C(=O)Nc4cc(C)cc(C)c4)CC3)nc2cc1Br	2	-2%	-6	-1.7%	-6	0	4%	2	-22%
Cc1ccc(SCCC(=O)OC(C)C(=O)Nc2ccccc2)cc1 (centres undefined)	2	-1%	2	2.1%	6	-2&-10	-1%	-7	-21%
O=C(O)c1cc(-c2ccccc2Cl)n(-c2cccc(Cl)c2)n1	1	-6%	-6	-0.7%	0	-7	0%	6	2%
CC(OC(=O)c1cccc(S(=O)(=O)N(C)C)c1)C(=O)NCc1ccc2c(c1)OCO2 (centres undefined)	5	-4%	5	-1.4%	-3	0	1%	8	6%
C/C=C/c1ccc(OCCOc2cccc3cccnc23)c(OC)c1	7	12%	-3	4.8%	2	-1	-4%	4	-10%
Cn1c(=O)c2c(c3ccccc31)OC(=O)CC2c1ccc(C(F)(F)F)cc1 (centres undefined)	0	-2%	1	6.7%	-2	4	-6%	8	0%
O=Cc1cccn1-c1cccc([N+](=O)[O-])c1	2	-9%	4	-1.4%	-4	-7	3%	4	-4%
COc1ccc(NC(=O)c2ccccc2NS(=O)(=O)c2ccc(CNC(C)=O)cc2)c(OC)c1	4	-4%	-1	3.8%	nt	-8	?	-4	3%
Cn1c(CSc2nc3ccccc3s2)nc2ccccc21	6	13%	-10	2.2%	-14	0	0%	2	-9%
CNc1ncnc2ccc(-c3c(C)noc3C)cc12	6	nt	20	-0.8%	7	nt	nt	nt	nt
Cc1nc2cc(-c3ccccc3)nn2c(C)c1CCC(=O)NC(C)c1ccc2c(c1)OCCO2 (centres undefined)	-2	-8%	-11	0.6%	-5	-1	-2%	-6	3%
Cc1cc(C(=O)NNC(=O)Nc2ccccc2)no1	2	-6%	5	-4.6%	1	1	-2%	8	2%
COc1ccc(S(=O)(=O)NCc2ccccn2)cc1Cl	0	-3%	3	-0.2%	1	-3	3%	nt	-1%
O=C(Nc1ccccc1)c1ccc(S(=O)(=O)NCc2cccnc2)cc1	3	-3%	-17	2.1%	6	-5	0%	nt	4%
CCCC(C)c1nnc(NC(=O)C(=O)OCC)s1 (centres undefined)	-1	-3%	nt	1.7%	0	4	1%	0	7%
Cn1nc([N+](=O)[O-])c2c(-c3nc4ccccc4s3)c(N)n(C3CCCCC3)c2c1=O	-1	-3%	nt	2.1%	-1	0	-4%	7	0%
COc1cccc(CN2CCNC(=O)C2CC(=O)O)c1OC (centres undefined)	0	-2%	-15	0.0%	-2	2	3%	-13	-1%
COc1ccc(OC)c(NC(=O)Nc2cccnc2)c1	1	6%	-9	-2.6%	-10	0	-1%	-14	3%
O=C(CN1CCN(Cc2ccccc2F)C1=O)NC1CCCC1	11	4%	-30*	4.6%	-2	-5	-4%	2	-1%
OCCC1CN(C2CCN(c3ccccc3)CC2)CCN1Cc1ccc(F)c(F)c1 (centres undefined)	9	-3%	-3	-1.1%	-3	-3	6%	-13	-10%
Cc1ccc2c(CC(=O)NNC(=O)c3ccncc3)coc2c1	0	-3%	-3	-0.4%	2	-5	-1%	5	-5%
COc1ccc(-c2cc(C(=O)N3CCCCCC3)c3ccccc3n2)c(OC)c1	0	-6%	-8	3.5%	5	-1&9	-1%	17	1%
CC1(C)CC(=O)C(C(=O)/C=C/NCCc2ccccc2)C(=O)C1	-1	-3%	nt	1.2%	0	4	0%	2	3%
CC(OC(=O)C1=COCCO1)C(=O)Nc1ccc(Oc2ccccc2)cc1 (centres undefined)	5	3%	0	0.2%	-4	-3	3%	-7	-2%
O=S(=O)(c1ccc(NC(=S)N2CCCCC2)cc1)N1CCCCC1	nt	-6%	nt	nt	nt	-3	-1%	nt	-15%
N#Cc1ccc(NC(=O)CCc2ccc(S(=O)(=O)N3CCOCC3)cc2)cc1	4	-1%	-5	-0.9%	-4	0	2%	2	2%
O=C(O)C(=O)Nc1ncn[nH]1	nt	-1%	nt	nt	nt	-7	0%	nt	-1%
CC(=O)N1CCC2(CC1)C(C#N)=C(N)Oc1n[nH]c(CSc3ccc(C)cc3)c12	1	-3%	-9	3.0%	-1	-1	-2%	10	-12%
COc1ccc(S(=O)(=O)NC(C)C(=O)NCc2ccncc2)cc1Cl (centres undefined)	2	-3%	-6	-1.5%	0	-9	3%	-3	5%

Two of these compounds, reformatted:
mol | D1 agonist | Glioma ERSR ind | D1 antagonist | RXFP1 agonist | D1 potentiator | LDHA block | Vif-APOBEC3G blk | D2 PAM | Vif-APOBEC3F blk
CNc1ncnc2ccc(-c3c(C)noc3C)cc12 | 6 | nt | 20 | -0.8% | 7 | nt | nt | nt | nt
Cn1c(CSc2nc3ccccc3s2)nc2ccccc21 | 6 | 13% | -10 | 2.2% | -14 | 0 | 0% | 2 | -9%

Other structures
SMILES	D1 agonist	Glioma ERSR ind	D1 antagonist	RXFP1 agonist	D1 potentiator	LDHA block	Vif-APOBEC3G blk	D2 PAM	Vif-APOBEC3F blk
CCOc1ccccc1NC(=O)CSC1=NN2CCCC(=O)N=C2S1	-1	-3%	1	4.3%	-2	-3	0%	2	1%
Cc1onc(-c2c(F)cccc2Cl)c1C(=O)OCC(=O)c1c[nH]c2ccccc12	3	-7%	-6	0.0%	2	-9	-14%	5	-11%
O/C(=C\Sc1nnc(Cc2ccccc2)o1)c1ccc(F)cc1	1	4%	-14	0.3%	-6	-4	4%	-6	0%
CCn1c(SCC(=O)NCc2ccccc2)nnc1-c1c[nH]c2ccccc12	1	-2%	8	-0.8%	-1	0	1%	nt	-2%
CCc1ccc(NC(=S)N2CCN(S(=O)(=O)c3ccccc3)CC2)cc1	2	0%	3	0.7%	-6	-9	2%	8	1%
Cc1noc(C)c1NC(=O)N(C)C[C@@H]1Oc2ccc(NC(=O)Cc3cn(C)c4ccccc34)cc2CC(=O)N([C@H](C)CO)C[C@@H]1C	nt	-3%	nt	nt	nt	1	6%	nt	0%
O=C(NCc1nc2ccccc2[nH]1)C1=C[C@@H](c2csc3ccccc23)C[C@@H](OCc2ccc(CO)cc2)O1	0	-6%	-2	0.9%	0	0	-5%	0	5%
COc1cccc(CC(=O)NCC2COc3ccccc3O2)c1OC (centres undefined)	0	-3%	-28	-1.9%	-4	-6	-5%	-15	-2%
CN(C)S(=O)(=O)c1ccc(NC(=O)N2CCN(c3ccccc3Cl)CC2)cc1	0	-8%	6	0.9%	-2	-18	1%	nt	-2%
O=C(CN(Cc1ccco1)C(=O)CNS(=O)(=O)c1ccccc1)NC1CCCCC1	1	-1%	-2	2.6%	1	1	0%	2	1%
C/C=C(\C)C(=O)Nc1cccc(C2=NOC3(C2)C[C@H](C(N)=O)N(C(=O)CC#N)C3)c1 (some centres undefined)	2	0%	-48*	1.6%	-5	-7	2%	2	6%
Cc1ccc(-c2cc(NC(=O)CCl)n(-c3ccccc3)n2)cc1	3	-9%	-23	2.2%	-9	-4	-9%	9	-6%
O=C(COc1ccc2c3c(c(=O)oc2c1)CCC3)NCC1CCC(C(=O)O)CC1 (centres undefined)	3	-5%	-2	4.8%	-6	-4	0%	6	4%
O=C(Nc1ccc(N2CCOCC2)cc1)c1cccc(S(=O)(=O)N2CCCC2)c1	10	-5%	-1	-1.4%	1	13	2%	8	-10%
CN(C)S(=O)(=O)c1ccc(N2CCCC2)c(C(=O)NNC(=O)COc2cccc(F)c2)c1	1	8%	5	1.2%	-8	1	-2%	2	-7%
O=C(NCc1cccc(Cl)c1)C1CCN(c2nn3cc(-c4ccc(F)cc4)nc3s2)CC1	1	-1%	-5	-1.4%	-4	-4	-2%	14	-3%
O=C(O)c1ccccc1-c1nc2ccccc2n1-c1ccccc1	3	-3%	-4	0.5%	-10	-5	-1%	7	-13%
COc1ccc(-c2cc(C(F)(F)F)nc(SCCC(=O)N3CCCC3)n2)cc1	1	-5%	2	1.0%	0	-1&-5	-3%	5	2%
